# aDG glyco up: activators of alpha-DG glycosylation, primary screen, uHTS, Pro5-aDG cells, AlphaScreen. activation, % at 10 µM. alpha-DG glycosylation AlphaScreen (IIH6); 0% Pro5, 100% B10-LARGE cell signal. 360,000 tested, 0.22% active. AID 624168, 2012;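 active = activation of at least 8% versus controls, or a plate z-score of at least 8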;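 also: Pro5 are CHO cells carrying HIG-tagged alpha-DG that lacks glycosylation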
# Vif imaging: HIV Vif self-association inhibitors, primary screen, imaging, HEK293T, single point; HEK293T cells, Vif self-association by quenched fluorescence, 24 h; 340,000 tested, 0.35% active; inhibition, % at 7.49 µM; in the data active = inhibition above about 50%, passing the limit was not always enough; inconclusive = no clear call, values can overlap the other calls; inactive = below about 31%; also: some results filed as inactive read as strong as hits
# N-glyco inh: increase of ERlucT glycosylation luciferase signal, primary screen, N-linked glycosylation inhibitor project, D54 ERlucT cells, luminescence, set 2. reporter increase, % at 12.5 µM. 360,000 tested, 0.23% active. D54 ERlucT glycosylation luciferase reporter, 24 h; percent of 100 nM tunicamycin response. AID 588692, 2011;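 active = mean luciferase reporter signal, scaled so untreated is 0 and the glycosylation-blocking control 100, at or above a set limit in every replicate; inconclusive = mean reaches the limit but not every replicate does; inactive = mean below the limit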;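 also: luciferase carries N-glycosylation sites so blocking glycosylation raises the light; 0% = median of neutral control wells and 100% = median of 100 nM tunicamycin wells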
# ABCB6 inh MLPCN: ABCB6 transporter inhibitors, primary screen, K562-ABCB6 cells, flow cytometry, MLPCN library; ATP-binding cassette sub-family B member 6 (Homo sapiens), Q9NP58; K562-ABCB6 porphyrin accumulation, 1 h; stronger effect = lower value; fluorescence ratio to DMSO, % at 10 µM; 360,000 tested, 0.19% active;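 active = fluorescence ratio to DMSO below 75%, the collection mean minus 3 SD; inconclusive = too few cells collected in the well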;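 also: signal is porphyrin accumulated inside mitochondria; 100% equals median channel fluorescence of DMSO control wells; lower ratio means ABCB6 inhibition with less porphyrin fluorescence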
# m5-HT2A agonist: mouse Htr2a agonists via beta-arrestin recruitment, primary screen, cell-based, luminescence. 360,000 tested, 0.66% active. CHO-K1 mHTR2A beta-arrestin complementation; percent of 30 µM serotonin response. 5-hydroxytryptamine receptor 2A (Mus musculus), P35363. activation, % at 7.6 µM;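 active = activation above a run cutoff, the mean activation of all tested compounds plus 3 SD, cut at about 14% in these data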;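 also: 0% = plate median of compound wells and 100% = 30 µM serotonin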
# Target sequence (P35363 whole entry, looked up): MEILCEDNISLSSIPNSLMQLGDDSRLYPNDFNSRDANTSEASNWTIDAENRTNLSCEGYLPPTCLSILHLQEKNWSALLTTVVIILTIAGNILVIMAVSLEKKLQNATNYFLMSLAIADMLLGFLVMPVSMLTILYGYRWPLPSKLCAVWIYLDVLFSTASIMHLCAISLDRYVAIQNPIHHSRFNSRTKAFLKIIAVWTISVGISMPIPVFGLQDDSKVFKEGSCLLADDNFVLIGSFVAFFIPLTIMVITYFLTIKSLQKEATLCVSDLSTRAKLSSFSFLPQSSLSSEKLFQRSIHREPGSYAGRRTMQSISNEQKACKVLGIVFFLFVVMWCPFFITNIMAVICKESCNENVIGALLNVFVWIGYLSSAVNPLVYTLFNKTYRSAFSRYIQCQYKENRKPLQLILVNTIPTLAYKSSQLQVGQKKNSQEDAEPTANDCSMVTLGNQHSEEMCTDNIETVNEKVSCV
# PDI turbidity: inhibitors of human PDI, primary screen, biochemical, turbidity, single point, plate reader; 350,000 tested, 0.052% active; inhibition, % at 10 µM; Protein disulfide-isomerase (Homo sapiens), P07237; AID 588391, 2011; PDI insulin aggregation turbidity, A650, 90 min;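 active = mean inhibition across replicates of 30% or more, whatever share of single replicates reach that level; inconclusive = mean inhibition below 30% while every single replicate reaches 30%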;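 also: absorbance from insulin aggregation driven by PDI reduction with DTT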
# Target sequence (P07237 whole entry, looked up): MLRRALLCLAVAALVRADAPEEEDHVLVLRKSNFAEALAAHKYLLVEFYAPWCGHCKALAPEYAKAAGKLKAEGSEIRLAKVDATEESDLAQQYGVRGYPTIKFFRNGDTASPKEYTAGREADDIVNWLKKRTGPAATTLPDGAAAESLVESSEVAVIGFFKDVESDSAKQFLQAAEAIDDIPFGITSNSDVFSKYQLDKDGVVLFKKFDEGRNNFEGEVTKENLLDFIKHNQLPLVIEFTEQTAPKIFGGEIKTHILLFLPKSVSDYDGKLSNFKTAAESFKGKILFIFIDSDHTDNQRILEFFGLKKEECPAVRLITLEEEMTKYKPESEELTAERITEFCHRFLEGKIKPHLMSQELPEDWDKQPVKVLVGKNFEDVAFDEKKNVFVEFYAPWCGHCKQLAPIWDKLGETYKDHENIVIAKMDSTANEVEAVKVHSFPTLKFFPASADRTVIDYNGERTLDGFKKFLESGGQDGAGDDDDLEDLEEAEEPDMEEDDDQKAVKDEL
# hiPSC survival: enhancers of single-cell hiPSC survival, primary screen, ATPlite luminescence; 100% = ROCK inhibitor wells, 0% = DMSO; survival enhancement, % at 20 µM; 360,000 tested, 0.044% active; in the data active = survival enhancement above about 18%;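 also: cells exposed to compounds for 16 hours before the ATP read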
# Exocytosis inh: LAMP-1 surface exposure blockers, TALL-104 cells – cell-based, flow cytometry, MLPCN library, primary screen; TALL-104 LAMP-1 surface exposure; cells stimulated with thapsigargin and PMA; inhibition, % at 10 µM; 360,000 tested, 0.66% active; AID 651702, 2012;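 active = inhibition above about 55%, limit read from the data; inconclusive = no clear call, values can overlap the other calls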
# CaV13 ICDI inh: Disruptors of the CACNA1D IQ motif to Ca2+-dependent inactivation inhibitor domain association, primary screening, Förster resonance energy transfer in intact living … | HEK cells, CFP/YFP FRET ICDI-IQ, plate reader, 10 min; percent FRET-ratio fall versus neutral wells | inhibition, % at 12.3 µM | 340,000 tested, 0.098% active | AID 743397;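 active = mean replicate inhibition of at least 30% and at least 1% of replicates passing that level; inconclusive = only one of the two criteria is met; inactive = neither criterion is met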;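 also: 0% = median of the neutral control wells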
# H9c2 protect: cardioprotection against H2O2-induced cell death, primary screen, uHTS, H9c2 cells, ATPLite luminescence | H9c2 cardiomyocytes, H2O2 injury protection, 2 h | protection from H2O2 cell death, % at 20 µM | 360,000 tested, 0.63% active | AID 588492, 2011;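 active = compounds giving at least 50% protection of heart cells from peroxide-induced death in the single-dose screen, raw or plate-pattern-corrected value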;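 also: 0% = DMSO wells with peroxide and 100% = DMSO wells without peroxide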
# Starred values were filed as active, the others as inactive; ? = inconclusive; . = not tested or not shown.
SMILES,aDG glyco up,Vif imaging,N-glyco inh,ABCB6 inh MLPCN,m5-HT2A agonist,PDI turbidity,hiPSC survival,Exocytosis inh,CaV13 ICDI inh,H9c2 protect
NC(=O)CSc1nnc(Cn2c(=O)sc3ccccc32)n1-c1cccc(Cl)c1,-0.2,1.8,0.6,66.0*,-1.7,-0.7,-3.0,4.8,-4.0,-3.7
CCc1ccccc1NC(=O)c1cc(-c2ccc3c(c2)OCO3)on1,0.1,6.7,2.6,99.0,-12.2,0.2,0.7,-9.8,-2.7,-1.3
Cc1ccc(S(=O)(=O)N2C[C@H]3[C@H]4C(=O)N(Cc5ccccc5)C(=O)[C@H]4CC(=O)[C@H]3[C@@H]2c2ccccc2Cl)cc1,-0.3,.,-4.2,98.0,-0.5,.,-0.1,-2.0,-5.8,9.0
CCC(C(=O)Nc1ccc2c(c1)OCCO2)n1c(=O)[nH]c2ccccc2c1=O (configuration not stated),-0.5,1.8,-2.8,101.0,5.1,-1.6,2.6,-12.8,-12.5,-3.1
Cc1ccc(C(=O)NNC(=O)c2n[nH]c(=O)c3ccccc23)cc1C,-0.4,10.4,-0.8,98.0,-2.4,8.8,-0.4,-0.3,-14.7,39.0
O=C(NCc1ccccn1)C12CC3CC(CC(C3)C1)C2,0.8,0.9,4.7,98.0,2.6,13.3,0.7,-3.5,2.5,10.7
CCOC(=O)Cc1nnc(Nc2cc(C)ccc2C)c2ccccc12,0.2,8.3,-3.0,96.0,-0.8,5.5,-1.5,0.4,0.0,1.2
CC(C)CNC(=S)N1CCC(C(=O)c2ccc(Cl)cc2)CC1,0.3,.,-0.8,96.0,1.7,-0.2,-1.6,0.3,-14.9,-21.5
CCOC(=O)c1c(C)[nH]c(C)c1C(=O)COC(=O)C1CCCN1S(=O)(=O)c1ccccc1F (configuration not stated),-0.3,-2.7,1.1,91.0,5.6,1.8,-0.6,0.5,.,3.2
O=C(NCc1cccnc1)NC1CCCN1S(=O)(=O)c1ccc(Cl)cc1 (configuration not stated),0.0,-16.9,1.5,102.0,-3.5,4.3,-0.1,-2.2,.,3.9
C=C(C)COc1ccc(-c2[nH]ncc2-c2ccccc2OC)c(O)c1,0.2,.,1.3,98.0,-4.9,-0.2,0.0,3.2,-4.7,-17.8
O=C(NCc1ccccc1)C1CCN(S(=O)(=O)N2CCOCC2)CC1,0.1,.,0.2,105.0,-1.1,-10.6,-1.3,-1.0,-4.6,3.1
O=[N+]([O-])c1ccccc1CNCCCCCO,-0.1,0.6,2.0,95.0,-2.2,-4.5,0.3,2.2,-4.4,3.5
O=C(Nc1ccc(S(=O)(=O)N2CCc3ccccc3C2)cc1)c1ccccc1,0.2,.,-1.8,96.0,-3.0,-7.3,6.1,1.2,-5.7,-7.1
CCOc1ccc(C(=O)NCC(=O)Nc2ccc(N3CCOCC3)cc2)cc1OCC,0.0,11.9,1.2,100.0,6.9,3.2,0.5,3.1,1.0,-12.2
O=C(CCOc1ccccc1)Nc1ccc(S(=O)(=O)N2CCCC2)cc1,-0.2,-13.4,-3.7,100.0,-2.1,-2.4,-0.6,2.3,-0.1,-3.3
Cc1ccccc1N(CC(=O)NCCc1ccccc1)C(=O)CCC(=O)Nc1ccccn1,0.0,0.5,1.1,88.0,3.6,9.3,-0.2,?,-3.0,7.3
O=C(Nc1ccn(CC(=O)N2CCN(c3ccccn3)CC2)c(=O)n1)OCc1ccccc1,0.0,-2.1,1.1,97.0,-0.6,-3.9,0.1,3.9,-3.0,-6.0
Cc1ccn2c(Nc3ccccc3C)c(-c3ccncc3)nc2c1,1.0,-10.8,-1.1,94.0,0.6,-6.3,1.1,-3.1,-6.7,-4.0
CN(C)c1cc(O)c(C(=S)Nc2ccccc2)c(N(C)C)c1,0.0,-1.0,4.4,100.0,-2.6,-1.4,1.4,-0.6,-6.8,-4.6
CCCOC(=S)NC(=O)c1sc2ccccc2c1Cl,0.0,.,1.0,95.0,6.3,6.3,-1.2,-3.6,-4.1,-1.5
CCOc1ccc(CN(C(=O)c2oc3cc(C)ccc3c2C)C2CCS(=O)(=O)C2)cc1 (configuration not stated),0.1,-1.3,8.3,100.0,-1.5,3.1,0.9,-6.0,-2.9,1.4
COc1ccccc1Cn1c(=S)[nH]c2cc(C(=O)NCCCN3CCOCC3)ccc2c1=O,-0.1,1.0,-2.8,102.0,-6.8,-4.5,0.6,-5.5,-7.6,-1.2
COC(=O)c1ccc(NC(=O)c2ccccc2NS(=O)(=O)c2ccccc2)cc1,0.8,-12.2,-3.4,92.0,1.4,-5.8,-2.1,1.2,-7.0,-18.9

# Not a retest: 7 of the compounds above.
SMILES,aDG glyco up,Vif imaging,N-glyco inh,ABCB6 inh MLPCN,m5-HT2A agonist,PDI turbidity,hiPSC survival,Exocytosis inh,CaV13 ICDI inh,H9c2 protect
O=C(Nc1ccn(CC(=O)N2CCN(c3ccccn3)CC2)c(=O)n1)OCc1ccccc1,0.0,-2.1,1.1,97.0,-0.6,-3.9,0.1,3.9,-3.0,-6.0
Cc1ccn2c(Nc3ccccc3C)c(-c3ccncc3)nc2c1,1.0,-10.8,-1.1,94.0,0.6,-6.3,1.1,-3.1,-6.7,-4.0
CN(C)c1cc(O)c(C(=S)Nc2ccccc2)c(N(C)C)c1,0.0,-1.0,4.4,100.0,-2.6,-1.4,1.4,-0.6,-6.8,-4.6
CCCOC(=S)NC(=O)c1sc2ccccc2c1Cl,0.0,.,1.0,95.0,6.3,6.3,-1.2,-3.6,-4.1,-1.5
CCOc1ccc(CN(C(=O)c2oc3cc(C)ccc3c2C)C2CCS(=O)(=O)C2)cc1 (configuration not stated),0.1,-1.3,8.3,100.0,-1.5,3.1,0.9,-6.0,-2.9,1.4
COc1ccccc1Cn1c(=S)[nH]c2cc(C(=O)NCCCN3CCOCC3)ccc2c1=O,-0.1,1.0,-2.8,102.0,-6.8,-4.5,0.6,-5.5,-7.6,-1.2
COC(=O)c1ccc(NC(=O)c2ccccc2NS(=O)(=O)c2ccccc2)cc1,0.8,-12.2,-3.4,92.0,1.4,-5.8,-2.1,1.2,-7.0,-18.9

# Following part:
SMILES,aDG glyco up,Vif imaging,N-glyco inh,ABCB6 inh MLPCN,m5-HT2A agonist,PDI turbidity,hiPSC survival,Exocytosis inh,CaV13 ICDI inh,H9c2 protect
NC(=O)CC(NC(=O)Cc1ccc(Br)cc1)c1ccc(NCCc2ccccc2F)c([N+](=O)[O-])c1 (configuration not stated),-0.2,-5.5,4.8,89.0,12.4,2.0,3.4,-0.5,-2.7,-3.4
CN(C(=O)CCl)C1CCCc2ccccc21 (configuration not stated),0.2,12.0,14.1,100.0,11.2,-0.8,-1.7,0.8,-4.8,-13.9
O=C1c2ccccc2S(=O)(=O)N1CC1CC(c2ccccc2Cl)=NO1 (configuration not stated),-0.1,-6.2,-1.3,95.0,-2.9,-5.8,2.7,0.0,-2.3,-6.2
CC1(C)Cc2c(sc3nc(SCC(=O)NCc4ccco4)n(-c4ccccc4)c(=O)c23)CS1,-0.2,19.2,0.4,113.0,-1.1,1.0,6.6,1.1,.,3.2
COc1ccccc1NS(=O)(=O)c1cc(NC(=S)NCCN2CCOCC2)ccc1N1CCOCC1,-0.2,7.8,-1.4,92.0,-1.1,5.6,0.5,-3.5,-1.2,6.3
Cc1cccc(NC(=S)/N=C(\N)Nc2nc(C)c3ccc(C)cc3n2)c1,2.5,.,13.1,101.0,11.9,6.0,2.5,-3.9,-5.0,-4.1
Cc1cccc(C)c1NC(=O)CN(C)CCc1ccccc1,-0.2,1.3,4.8,97.0,-2.5,.,-3.1,0.6,.,1.5
O=C(Cc1ccccc1)NNS(=O)(=O)c1ccc(F)cc1,1.1,-4.5,0.5,94.0,5.8,3.4,-0.4,13.1,-4.1,-1.8
CN1C(=O)CSc2ccc(NC(=O)NCc3ccccc3)cc21,0.2,?,6.3,96.0,-4.5,7.9,11.3,-2.6,-4.8,9.9
CC(=O)Nc1ccc2c(c1)CCc1ccccc1-2,0.0,6.5,0.0,101.0,-4.8,-8.8,5.9,15.9,-11.8,-5.5
COc1ccc(CCNS(=O)(=O)c2ccc(C(=O)NCc3ccco3)cc2)cc1OC,0.4,.,-8.1,100.0,-2.6,-2.7,-0.8,-3.0,.,7.7
O=C(NCc1cccnc1)C(=O)C1C(=O)Nc2ccccc21 (configuration not stated),-0.1,10.7,2.3,97.0,5.1,2.2,-0.3,-1.7,-4.5,5.4
CCOC(=O)C1CCN(C(=O)C(C)Sc2nnc3ccccn23)CC1 (configuration not stated),0.0,1.2,-0.4,100.0,1.5,3.2,-0.1,-2.6,-4.4,1.4
CS(=O)(=O)N(CC(=O)NCC1CCCO1)c1cc(Cl)cc(Cl)c1 (configuration not stated),-0.1,0.7,1.7,104.0,-1.4,7.7,-0.4,-0.8,-8.4,-6.3
Nc1nnc(SCC(=O)Nc2cc(S(=O)(=O)N3CCOCC3)ccc2Cl)s1,-0.1,15.5,3.9,98.0,-1.7,-3.3,0.1,-12.0,-5.5,-1.6
O=C(OC1CC2CC1[C@H]1CCCCN1C2=O)N1CCOCC1 (some centres not stated),0.0,.,.,94.0,0.4,.,-1.0,-8.1,-5.1,.
CCOc1ccc(NC(=O)c2c(NC(=O)CN3CCCC3)sc3c2CCC3)cc1,2.2,-1.7,-8.0,97.0,-0.5,-0.6,-0.3,3.2,-3.4,-3.0
COc1ccccc1C(=O)N/C(=C/c1ccc(Br)cc1)C(=O)NCCO,-0.3,0.9,1.2,98.0,-3.6,-4.9,1.7,8.3,-5.1,-4.8
CC1CCCCN1C(=O)C1CCCCN1S(=O)(=O)c1cccc([N+](=O)[O-])c1 (configuration not stated),0.0,-4.8,3.6,98.0,1.7,6.3,-0.2,5.7,-1.7,-0.6
C=CCNC(=S)N1CCN(CCN=Cc2c(C)[nH]n(-c3ccc([N+](=O)[O-])cc3)c2=O)CC1,0.1,14.3,1.9,96.0,0.3,-3.6,-0.5,-2.5,-4.4,-6.4
Cc1sc2ncnc(N=Nc3c(O)[nH]c4ccccc34)c2c1C,-0.2,-17.8,-7.9,130.0,0.7,-3.5,-2.1,-2.0,-3.5,-5.4
CCc1nc2oc3cc(OC)ccc3c(=O)c2c(=O)n1Cc1ccccc1,0.2,8.0,2.2,110.0,1.3,-34.2,-0.4,0.4,-8.4,0.9
CCCN1CCC(NC(=S)Nc2ccc(OC)c(OC)c2)CC1,0.0,-1.0,-0.9,99.0,-0.2,1.2,0.0,9.7,-17.3,-3.3

# Source: PubChem (several laboratories)
